Keap1-Nrf2 PPI: Keap1-Nrf2 protein-protein interaction inhibitors, primary screen, biochemical, fluorescence polarization, single point | 0.15% of 340,000 active | inhibition, % at 9.4 µM | Keap1 Kelch-Nrf2 peptide fluorescence polarization, 1536-well | AID 504523, 2011 | Kelch-like ECH-associated protein 1 (Homo sapiens), Q14145; in the data active means inhibition above about 12%;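 further: human Keap1 Kelch domain with fluorescein labeled Nrf2 9mer peptide probe; 0% = neutral control wells and 100% = peptide positive control; higher means more block of Keap1 binding to Nrf2 peptide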
Target sequence (Q14145 whole entry, looked up, the tested form may be a part): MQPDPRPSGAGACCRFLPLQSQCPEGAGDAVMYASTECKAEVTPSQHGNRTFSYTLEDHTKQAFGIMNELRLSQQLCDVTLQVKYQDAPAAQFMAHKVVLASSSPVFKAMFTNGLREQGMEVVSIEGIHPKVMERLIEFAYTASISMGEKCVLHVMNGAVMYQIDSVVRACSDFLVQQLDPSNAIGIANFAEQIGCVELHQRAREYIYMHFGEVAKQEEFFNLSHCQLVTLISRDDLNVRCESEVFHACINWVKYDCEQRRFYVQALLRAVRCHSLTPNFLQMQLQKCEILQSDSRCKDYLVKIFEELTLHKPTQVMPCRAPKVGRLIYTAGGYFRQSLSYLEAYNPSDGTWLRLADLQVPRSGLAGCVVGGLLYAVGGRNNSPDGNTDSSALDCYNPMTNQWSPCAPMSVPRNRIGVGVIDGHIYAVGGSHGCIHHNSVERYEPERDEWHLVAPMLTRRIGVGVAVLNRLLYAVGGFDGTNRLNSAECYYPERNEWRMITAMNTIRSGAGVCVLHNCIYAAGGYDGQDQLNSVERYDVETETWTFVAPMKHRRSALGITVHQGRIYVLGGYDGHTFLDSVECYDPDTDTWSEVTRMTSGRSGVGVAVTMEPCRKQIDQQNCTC
LANA DNA inh: inhibitors of KSHV C-LANA binding to DNA, primary screen, biochemical, fluorescence polarization, FAM-LBS DNA, MBP-C-LANA, single point | Kaposi's sarcoma herpesvirus LANA C-terminal domain (residues 932-1162) DNA binding | inhibition, % at 9 µM | 0.078% of 340,000 active;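 active means highest replicate inhibition at or above 60% at 9 µM, even if other replicates fall short; inactive means all replicates below 60% inhibition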;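 further: 0% = neutral control wells and 100% = 4 µM acridine orange control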
OPRM1-OPRD1 ag: agonists of OPRM1-OPRD1 heterodimerization, primary screen, cell-based, luminescence | 0.3% of 340,000 active | cells | activation, % at 9.3 µM | AID 504326, 2011 | Mu-type opioid receptor (Homo sapiens) + Delta-type opioid receptor (Homo sapiens), …; in the data active means activation above about 18%;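 further: 0% = vehicle-treated cells and 100% = reference agonist; values of inactives mirror those of a sister screen read the other way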
DSG3 Ab inh: inhibitors of pemphigus antibody binding to DSG3, primary screen, biochemical, bead-based, flow cytometry, scFv-GFP; DSG3-coupled beads, scFv-anti-DSG3-GFP binding; stronger effect = lower value; binding (percent of control), % at 10 µM; 0.48% of 310,000 active; AID 588358, 2011;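 active means binding more than 3 SD below its plate's average and above zero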;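 further: hits lower antibody fragment binding to DSG3; some compounds called inactive have numbers as strong as hits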
Cardiac RTF inh: cardiac RTF calcium sensitivity inhibitors, primary screen, biochemical, IANBD-TnC fluorescence, EC70 calcium. inhibition, % at 7.15 µM. Troponin I, cardiac muscle (Homo sapiens) + Troponin T, cardiac muscle (Homo sapiens) + …. 0.12% of 340,000 active. IANBD-labeled cardiac RTF, Ca2+ fluorescence;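 active means inhibition above the mean inhibition of all tested compounds plus 3 SD, cut at about 17% in these data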;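 further: assay run at fixed EC70 calcium of 1.6 mM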
OPRM1-OPRD1 inv: inverse agonists of MOR-DOR heterodimerization, primary screen, cell-based, luminescence. cell-based MOR-DOR heterodimer luminescence, inverse agonism. Mu-type opioid receptor (Homo sapiens) + Delta-type opioid receptor (Homo sapiens), …. 0.21% of 340,000 active. inhibition, % at 9.3 µM; in the data active means inhibition above about 22%, passing the limit was not always enough;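 further: 0% = cells with DMSO and 100% = wells without cells with DMSO; values of inactives mirror those of a sister screen read the other way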
V-ATPase pHluor: regulators of yeast V-ATPase proton pumping, primary screen, pHLuorin cytosolic pH fluorescence | response, % at 10 µM | 0.37% of 350,000 active | AID 504577, 2011 | S. cerevisiae; in the data active means response mostly above about 7.3%, no sharp cut-off; inactive means mostly below about 5.4%; further: actives read high; inactives centre near 0; some compounds called inactive have numbers as strong as hits; reference of the scale not given here
Arrestin-AP2 inh: inhibitors of beta-arrestin/AP2 binding, primary screen, biochemical, GPCR trafficking, flow cytometry; inhibition, % at 10 µM; 0.31% of 340,000 active; FITC-arrestin peptide / GST-AP2 beads; AP2 beta2 appendage carries R879A mutation; beta-arrestin 1 C-terminal peptide binding to AP2 beta2-adaptin appendage (human);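 active means inhibition above a set limit, near 3 SD of compounds lacking own fluorescence, cut at about 54% in these data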;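 further: plate controls were DMSO wells for no effect and 5 µM unlabelled arrestin peptide for full effect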
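Measured by: flow cytometry, FL1 (488/535 nm); Material: AP2 appendage R879A on GSH beads; Evaluation: percent response; Timing: pre-incubation 12 min, peptide binding 1 h, room temperature; Also added: 50 nM FITC-arrestin peptide; Medium: PBS with 0.05% Tween 20 and 0.1% BSA.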
RTF Ca sens act: cardiac RTF calcium sensitivity activators, primary screen, biochemical, IANBD-TnC fluorescence, EC20 calcium; IANBD-labeled TnC RTF fluorescence at EC20 calcium; 0% EC20 calcium, 100% full calcium; 0.24% of 340,000 active; activation, % at 7.2 µM; Troponin I, cardiac muscle (Homo sapiens) + Troponin T, cardiac muscle (Homo sapiens) + …;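 active means activation above the mean over all tested compounds plus 3 SD, cut at about 30% in these data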;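 further: rise in fluorescence read as greater calcium sensitivity of cardiac thin filaments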
Wnt act: Wnt/beta-catenin pathway activators, primary screen, cell-based, plate reader, single point; 1.2% of 300,000 active; Wnt/beta-catenin reporter cell assay, activator; activation, % at 9.35 µM; in the data active means activation above about 30%, passing the limit was not always enough;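 further: 0% = neutral control wells and 100% = positive control wells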
Numbers without * were called inactive; · = no result given.

SMILES | Keap1-Nrf2 PPI | LANA DNA inh | OPRM1-OPRD1 ag | DSG3 Ab inh | Cardiac RTF inh | OPRM1-OPRD1 inv | V-ATPase pHluor | Arrestin-AP2 inh | RTF Ca sens act | Wnt act
CCOC(=O)N1CCN(C(=O)CSCC(=O)Nc2nc(-c3ccc(-c4ccccc4)cc3)cs2)CC1 | -3.9 | -1.2 | 5.9 | 109.6 | -3.0 | -34.7 | 1.9 | -3.6 | 3.8 | 15.2
COc1ccc(S(=O)(=O)N(CC(=O)NCc2ccncc2)c2ccc(C)cc2)cc1Br | 2.7 | -1.0 | -1.1 | 102.2 | -11.1 | 6.0 | -2.9 | 16.9 | -9.9 | -8.4
Cc1nn(-c2ccccc2)c(CC(C)(C)C(=O)O)c1C(=O)O | -0.1 | 0.9 | -0.6 | · | 4.2 | 2.5 | -2.5 | 7.9 | -2.7 | -2.3
CC(OC(=O)c1cc(=O)[nH]c2ccccc12)C(=O)N1C(C)CCCC1C (centres undefined) | 1.1 | -2.4 | 1.0 | 97.9 | -9.4 | -4.1 | 4.8 | -1.9 | 1.6 | -2.6
O=C(/C=C/c1ccccc1Cl)NC1CCS(=O)(=O)C1 (centres undefined) | -3.4 | 0.1 | -1.5 | 100.5 | 0.4 | 7.2 | 0.0 | -13.2 | 2.7 | -0.3
COC(=O)Nc1ccc(S(=O)(=O)N(C)CC(F)(F)C(F)F)cc1 | 3.0 | -1.0 | -0.9 | 98.6 | 1.4 | 5.4 | -1.5 | 42.1 | -5.8 | -5.0
O=C(COc1ccccc1)NNc1nc2c(F)cc(F)cc2s1 | -3.8 | -1.6 | -0.9 | 98.0 | 2.3 | 4.7 | 1.9 | -2.5 | 1.2 | -0.9
CCC(=O)Nc1ccc(NCc2cccs2)cc1 | -1.2 | 0.4 | -2.0 | 98.1 | -8.0 | 9.1 | -4.0 | -2.1 | 2.0 | -0.9
O=[N+]([O-])c1ccc(-n2nnnc2CN2CCOCC2)cc1 | 2.8 | 1.2 | -2.9 | 97.2 | -2.4 | 14.8 | 0.7 | -7.9 | -4.0 | -1.2
CCOc1cccc(/C=C/c2ccc3cccc(O)c3n2)c1O | 1.1 | 0.1 | 5.6 | 108.0 | -5.5 | -28.9 | -3.3 | 16.6 | 0.7 | 47.9*
Cc1cc(=O)[nH]c(Nc2c(C)n(C)n(-c3ccccc3)c2=O)n1 | -2.2 | 1.9 | -2.5 | 99.4 | -0.4 | 10.5 | -0.4 | -4.4 | 3.7 | -1.9
CNC(=O)c1ccsc1NC(=O)CCS(=O)(=O)c1ccc(Cl)cc1 | 1.5 | 0.1 | -1.1 | 102.0 | -1.9 | 5.7 | 0.1 | -14.4 | 0.9 | -3.0
CSc1ccc(CCNC(=O)CSc2ccsc2[N+](=O)[O-])cc1 | -1.3 | 1.8 | 0.4 | 97.7 | -4.3 | -2.3 | 1.2 | 3.4 | 1.7 | ·
COc1cc(/C=N/NS(=O)(=O)c2ccc(C)c([N+](=O)[O-])c2)ccc1O | -4.2 | -0.5 | -3.0 | 116.4 | -6.4 | 14.2 | -0.6 | 23.7 | 0.3 | 0.1
COc1ccc(S(N)(=O)=O)cc1C(=O)OCC(=O)N1CC(=O)Nc2ccccc21 | -0.1 | -0.3 | -1.2 | 102.5 | -9.1 | 7.7 | 0.7 | 0.6 | -7.9 | -0.3

Laid out differently: results already given.
Compound,Keap1-Nrf2 PPI,LANA DNA inh,OPRM1-OPRD1 ag,DSG3 Ab inh,Cardiac RTF inh,OPRM1-OPRD1 inv,V-ATPase pHluor,Arrestin-AP2 inh,RTF Ca sens act,Wnt act
O=C(/C=C/c1ccccc1Cl)NC1CCS(=O)(=O)C1 (centres undefined),-3.4,0.1,-1.5,100.5,0.4,7.2,0.0,-13.2,2.7,-0.3
COC(=O)Nc1ccc(S(=O)(=O)N(C)CC(F)(F)C(F)F)cc1,3.0,-1.0,-0.9,98.6,1.4,5.4,-1.5,42.1,-5.8,-5.0

Remaining list, next part:
SMILES | Keap1-Nrf2 PPI | LANA DNA inh | OPRM1-OPRD1 ag | DSG3 Ab inh | Cardiac RTF inh | OPRM1-OPRD1 inv | V-ATPase pHluor | Arrestin-AP2 inh | RTF Ca sens act | Wnt act
NC(=O)C1CCCN(C(=O)c2ccc3nc(Cc4cccc(Cl)c4)oc3c2)C1 (centres undefined) | -2.1 | -0.7 | -2.5 | 103.2 | -6.7 | 12.5 | -1.9 | -17.2 | 5.1 | -2.7
CC(=O)Nc1ccc(S(=O)(=O)N2CCN(c3nc4ccccc4n3CC(C)C)CC2)cc1 | -5.8 | -1.2 | -2.9 | 113.3 | 0.8 | 14.2 | -0.6 | 32.7 | 4.9 | -1.5
COc1ccc(NC(=O)CCc2nc3ccccc3c(=O)[nH]2)cc1S(=O)(=O)N1CCCCC1 | 3.1 | -0.8 | 0.6 | · | -1.7 | -2.5 | -1.5 | -5.4 | -2.1 | 26.4
CC(C)(C)C(=O)Nc1sc(-c2ccccc2)cc1C(=O)O | 0.0 | -8.8 | -1.7 | 100.2 | 1.9 | 8.6 | -1.6 | -2.1 | -3.9 | 26.3
CNC(=O)NC(=O)C(C)OC(=O)c1cc2c(s1)CCCCC2 (centres undefined) | 1.2 | -1.0 | 0.3 | 93.8 | 5.6 | -1.6 | 1.7 | 14.6 | -3.1 | -2.9
O=C(COc1ccc2c(c1)CCC2)NCc1ccccc1 | -5.5 | -0.6 | 5.4 | 98.8 | 4.1 | -28.6 | -1.8 | -3.2 | -3.2 | 2.3
CCC(C(=O)NCCC1=CCCCC1)c1ccccc1 (centres undefined) | -3.3 | -1.8 | 2.1 | 100.9 | 2.2 | -10.8 | -2.9 | 15.5 | 4.2 | -2.7
COc1ccc(/C=N/NC(=O)C[n+]2ccccc2)c(OC)c1 | -9.3 | 0.9 | 0.0 | 102.3 | -13.7 | -0.2 | 0.7 | 9.5 | 1.9 | -1.2
CCOc1ccc(S(=O)(=O)N2CCCCC2)c2ccccc12 | -4.8 | -0.5 | -0.8 | 99.5 | -0.8 | 4.6 | -7.7 | 14.4 | -3.8 | -6.1
COC(=O)c1cc(C(=O)OCC(=O)N2c3ccccc3NC(=O)C2(C)C)cc([N+](=O)[O-])c1 | 0.5 | 1.9 | 1.4 | · | -9.1 | -7.5 | -0.3 | 34.7 | 5.4 | ·
CC(C)Oc1ccc(CCc2nnc(SC(C)C(=O)O)n2-c2ccccc2)cc1 (centres undefined) | 4.9 | -0.5 | -2.1 | 103.6 | -4.9 | 11.3 | 0.4 | -2.9 | 6.7 | -3.0
CC(NC(=O)C1CCC(CNS(=O)(=O)c2ccccc2)CC1)c1ccccc1 (centres undefined) | 0.5 | 0.1 | -2.7 | 104.1 | -6.7 | 13.1 | -1.2 | -0.1 | -1.3 | 0.3
O=C(NCC(=O)N1CCCC(C(F)(F)F)C1)c1ccccc1Br (centres undefined) | 4.1 | 0.9 | -1.6 | 106.5 | -5.7 | 8.1 | -0.2 | -4.2 | 2.2 | -4.2
CC(=O)c1ccc(NC(=O)CSCC(=O)Nc2ccc3ccccc3c2)cc1 | -1.4 | -0.9 | -1.6 | 101.7 | -0.7 | 7.6 | -3.7 | -0.2 | -6.4 | ·
Cc1occc1C(=O)NNC(=O)c1cccc(F)c1 | 1.0 | 0.5 | 0.3 | 95.4 | -2.5 | -1.8 | 13.2 | -8.7 | 0.4 | -13.1
O=C(COC(=O)CNC(=O)C1CCCCC1)Nc1ccccc1OC(F)F | 5.4 | 0.2 | -3.9 | 93.8 | -7.9 | 16.6 | 4.2 | -3.4 | -0.3 | 7.8
Cc1ccc(N2CCN(S(=O)(=O)N(C)C)CC2)cc1Cl | -3.3 | -2.8 | -1.7 | 97.8 | -1.0 | 9.8 | 6.2 | 0.0 | -2.8 | ·
N#Cc1c(-c2ccccc2)[nH]c(=S)[nH]c1=O | 4.1 | 8.8 | 0.1 | · | -0.6 | -0.5 | -6.3 | 51.9 | -0.5 | -4.0
COc1ccc(Cc2nnc(NC(=O)c3ccccc3C)s2)cc1 | 1.8 | 0.9 | -1.8 | 105.5 | -11.7 | 8.7 | 1.1 | 3.6 | 5.5 | 2.0
CCCCc1nc2ccccc2c(NC(=O)CN(CC)CC)c1CCC | -3.2 | -0.5 | -0.9 | 92.9 | 1.6 | 5.5 | -2.0 | 1.9 | -11.6 | ·
CC(C)COc1ccc(-c2nn(-c3ccccc3)cc2/C=C2/SC(=S)N(CC(=O)O)C2=O)cc1 | 2.6 | 5.6 | -0.7 | 107.9 | 2.9 | 3.8 | 0.9 | 2.7 | -4.3 | 0.1
COc1ccc2oc(=O)c(C(=O)N3CCN(c4ccc(F)cc4)CC3)cc2c1 | -0.8 | -0.7 | -0.9 | 111.5 | -4.0 | 3.5 | -1.7 | -2.4 | 2.2 | ·
Cc1cc(Cl)c(C)c(S(=O)(=O)N2CCN(C(=O)C3CCCO3)CC2)c1Cl (centres undefined) | -0.2 | -0.2 | -2.9 | · | -7.6 | 11.6 | 5.7 | 4.5 | 0.0 | 0.9
CC1CCN(C(=O)CNC(=O)c2cccc(OC(F)F)c2)CC1 | -4.7 | -0.1 | -2.0 | 102.7 | -12.3 | 10.3 | -2.0 | 8.2 | 3.7 | 0.5
Cc1cccc(C#Cc2ccccc2)n1 | 1.6 | -0.5 | -0.7 | 101.9 | -2.0 | 3.6 | -0.9 | -3.2 | -1.2 | 66.5*
CCCn1nnnc1SCC(=O)NCc1ccccc1 | 2.6 | 0.2 | 0.7 | · | -7.2 | -4.1 | 0.3 | -6.5 | -8.2 | -6.0
COc1cc(/C=N/NC(=O)c2ccoc2C)cc(OC)c1OC | -4.7 | -1.0 | -1.6 | 107.2 | -5.8 | 8.4 | 3.1 | -1.7 | 4.5 | ·
COc1ccc2c(c1)-c1ccccc1S(=O)(=O)N(C)C2 | -2.2 | 2.7 | -2.6 | 98.9 | -4.0 | 12.5 | 4.2 | 31.6 | -2.9 | -0.9
COc1ccccc1OCC(=O)NCCc1nc2ccccc2[nH]1 | 1.1 | 0.8 | -1.0 | 105.7 | -8.4 | 5.8 | -1.2 | -2.1 | 1.5 | ·
Fc1cnc(N2CCN(c3ccccc3)CC2)nc1N1CCN(c2ccccc2)CC1 | -1.7 | -1.1 | -2.2 | 99.7 | 7.5 | 13.5 | -2.8 | 22.7 | 2.0 | -1.5
Cc1ccccc1C(=O)NCCCc1ccccc1 | -1.5 | -0.2 | -0.4 | 102.4 | -2.0 | 2.3 | -1.2 | 4.0 | 15.6 | 4.9
